hcDAF12 agonist: H. contortus DAF-12 activation, primary screen; actives 1.4% (n = 370,000); activation, % at 6.8 µM; HEK293 hcDAF-12 lit1-tk-luc reporter, luminescence; 0% DMSO, 100% Δ7-dafachronic acid; AID 652067;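 active = activation above the mean of all tested compounds plus 3 SD, cut at about 5.5% in these data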;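 note: 100% = response to 3 µM Δ7-dafachronic acid high control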
NPR1 activator: GC-A (human) enzyme activation; HEK293 GC-A cells, cGMP TR-FRET, EC30 ANP; 0% at EC30 ANP, 100% saturating ANP; actives 0.14% (n = 370,000); P16066; AID 1671463; activation, % at 10 µM; in the data active = activation above about 40%
GC-B act: GC-B (human) receptor activation; P20594; HEK293-GC-B cells, CNP EC30, cGMP TR-FRET; 0% at EC30 CNP, 100% saturating CNP; activation, % at 10 µM; actives 0.11% (n = 370,000);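 active = activation at 10 µM reaching about 35% in either raw or pattern-adjusted values, limit read from the data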
GAA850 FXN act: increases GAA850 frataxin promoter reporter activity. actives 0.56% (n = 360,000). HEK293 lucGAA850 FXN promoter luciferase reporter, 24 h; percent of 10 µM SAHA response. activation, % at 6 µM. AID 540364;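 active = activation above the average of all compounds screened plus 3 SD, cutoff fixed separately per campaign, cut at about 7.5% in these data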;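 note: 0% = DMSO wells and 100% = 10 µM SAHA wells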
hgDAF-12 ag: agonists of H. glycines DAF-12 nuclear receptor; activation, % at 6.8 µM; actives 1.8% (n = 370,000); HEK293 GAL4-hgDAF12 UAS-luciferase reporter, agonist luminescence; normalized to butyrate control;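 active = activation above a cutoff set at the mean of all screened compounds plus 3 SD, cut at about 10% in these data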;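 note: 0% = DMSO wells and 100% = sodium butyrate wells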
sPLA2-III inh: Inhibits HGIII-sPLA2 liposome hydrolysis, primary screen | Q9NZ20 | QFRET BODIPY PC-A2 liposome hydrolysis, fluorescence | inhibition, % at 12.2 µM | actives 0.56% (n = 370,000);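 active = inhibition above mean plus 3 SD of compounds lying within the high and low control bounds, cut at about 19% in these data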;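 note: 0% = median of test compound wells and 100% = no enzyme DMSO wells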
SMARCA2 activ: increases SMARCA2 function in MMTV reporter cells; MG213 cells, MMTV-luciferase reporter, dexamethasone, overnight; activation, % at 9.1 µM; actives 1% (n = 370,000); AID 652017; in the data active = activation above about 7.8%;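 note: 0% = vehicle wells and 100% = reference activator wells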
DAX1 inh-1: NR0B1 (DAX1) inhibition | P51843 | HEK293 Gal4-DAX1 luciferase reporter, luminescence | inhibition, % at 6.75 µM | actives 0.99% (n = 340,000) | AID 504766;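 active = inhibition above the mean over all tested compounds plus 3 SD, cut at about 4.2% in these data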;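 note: 0% = DAX1-transfected cells with DMSO and 100% = empty-vector control cells with DMSO; inhibition shows as a rise in luminescence from relieved DAX1 repression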
ssDAF12 agonist: S. stercoralis DAF-12 activation, primary screen. AID 652126. HEK293 ssDAF-12/GRIP1 lit1-tk-luc reporter, luminescence; % of 3 µM dafachronic acid response. actives 1% (n = 370,000). activation, % at 6.8 µM;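 active = activation above the mean over all tested compounds plus 3 SD, cut at about 0.9% in these data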;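 note: 0% = DMSO-only wells and 100% = 3 µM delta7-dafachronic acid wells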
DAX1 inh-2: blocks DAX1 repression of SF-1 activated StAR promoter. actives 1.1% (n = 370,000). AID 652010. inhibition, % at 6.8 µM. HEK293T StAR-luciferase reporter, SF-1/DAX-1 repression relief;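 active = inhibition above the mean over all tested compounds plus 3 SD, cut at about 3.6% in these data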;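 note: 0% = DAX-1 cells with DMSO and 100% = cells lacking DAX-1 with DMSO; higher inhibition means more luminescence from relief of DAX-1 repression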
ADAM10 inh: inhibitors of human ADAM10; recombinant ADAM10, EDANS/DABCYL FRET peptide cleavage, 3 h; O14672; AID 720582; actives 0.62% (n = 370,000); inhibition, % at 7 µM;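 active = inhibition above a per-campaign cutoff equal to the mean of compounds falling between control-based bounds plus 3 SD, cut at about 20% in these data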;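 note: 0% = DMSO wells while the 100% control is not disclosed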
Target sequence (O14672 214-748 limits assumed): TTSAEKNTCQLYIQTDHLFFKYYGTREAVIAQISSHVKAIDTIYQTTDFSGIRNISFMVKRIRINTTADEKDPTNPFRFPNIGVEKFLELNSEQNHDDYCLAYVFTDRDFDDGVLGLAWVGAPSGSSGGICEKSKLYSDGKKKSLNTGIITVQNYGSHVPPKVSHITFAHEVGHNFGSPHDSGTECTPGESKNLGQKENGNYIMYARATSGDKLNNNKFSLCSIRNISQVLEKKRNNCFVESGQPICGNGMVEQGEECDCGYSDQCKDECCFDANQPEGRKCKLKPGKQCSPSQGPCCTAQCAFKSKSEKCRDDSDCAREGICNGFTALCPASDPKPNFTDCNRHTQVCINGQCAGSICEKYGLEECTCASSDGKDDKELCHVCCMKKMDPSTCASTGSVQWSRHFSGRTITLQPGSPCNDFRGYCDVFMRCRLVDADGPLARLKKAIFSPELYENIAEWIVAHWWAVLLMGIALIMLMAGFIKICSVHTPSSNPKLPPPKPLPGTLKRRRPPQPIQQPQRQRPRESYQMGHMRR
* marks the source's active call; other numbers are inactive results; . = not tested or not shown.

Preview, four compounds:
Keys – A = hcDAF12 agonist; B = NPR1 activator; C = GC-B act; D = GAA850 FXN act; E = hgDAF-12 ag; F = sPLA2-III inh; G = SMARCA2 activ; H = DAX1 inh-1; I = ssDAF12 agonist; J = DAX1 inh-2; K = ADAM10 inh
CCOc1ccccc1OCCn1nnc2ccccc21
  A: -1.5; B: -2; C: -2; D: 2.5; E: 1.3; F: -2; G: -3; H: 1.4; I: -1.1; J: 0.2; K: 7

Cc1c(Cl)cccc1NC(=O)CSc1nnnn1C
  A: -0.6; B: 0; C: 2; D: 1.5; E: 1.3; F: 3; G: -2; H: 0.2; I: -1.4; J: 0.7; K: -3

COc1ccc(CCNC(=O)C2CC(c3ccccc3C(F)(F)F)=NO2)cc1 (configuration not stated)
  A: -1.7; B: -6; C: -5; D: 0.6; E: 0.0; F: -1; G: -1; H: -0.2; I: -1.6; J: 0.2; K: -5

COCCCNC(=O)c1cc(C(=O)Cc2ccccc2)c[nH]1
  A: -1.1; B: 5; C: 0; D: -1.0; E: 3.9; F: 10; G: -3; H: 0.3; I: -0.8; J: 0.3; K: -13

The whole of this part (from the top)
Keys – A = hcDAF12 agonist; B = NPR1 activator; C = GC-B act; D = GAA850 FXN act; E = hgDAF-12 ag; F = sPLA2-III inh; G = SMARCA2 activ; H = DAX1 inh-1; I = ssDAF12 agonist; J = DAX1 inh-2; K = ADAM10 inh
CCOc1ccccc1OCCn1nnc2ccccc21
  A: -1.5; B: -2; C: -2; D: 2.5; E: 1.3; F: -2; G: -3; H: 1.4; I: -1.1; J: 0.2; K: 7

Cc1c(Cl)cccc1NC(=O)CSc1nnnn1C
  A: -0.6; B: 0; C: 2; D: 1.5; E: 1.3; F: 3; G: -2; H: 0.2; I: -1.4; J: 0.7; K: -3

COc1ccc(CCNC(=O)C2CC(c3ccccc3C(F)(F)F)=NO2)cc1 (configuration not stated)
  A: -1.7; B: -6; C: -5; D: 0.6; E: 0.0; F: -1; G: -1; H: -0.2; I: -1.6; J: 0.2; K: -5

COCCCNC(=O)c1cc(C(=O)Cc2ccccc2)c[nH]1
  A: -1.1; B: 5; C: 0; D: -1.0; E: 3.9; F: 10; G: -3; H: 0.3; I: -0.8; J: 0.3; K: -13

Cc1ccc(OCc2cc(C(=O)N(C)Cc3cnn(-c4ccccc4C)c3)no2)cn1
  A: -5.0; B: 0; C: 1; D: 1.9; E: -4.9; F: -3; G: -1; H: -1.0; I: -1.9; J: -6.1; K: 5

O=C(Nc1ccc2c(c1)OCCO2)c1cc(-c2ccccn2)nc2ccc(Br)cc12
  A: 0.7; B: 10; C: 3; D: -3.8; E: -1.4; F: -5; G: -2; H: -0.9; I: -1.4; J: -1.3; K: -7

Cc1ccc(S(=O)(=O)NCC(=O)NCC(=O)OCc2c(F)cccc2Cl)cc1
  A: 0.0; B: -3; C: 0; D: 3.5; E: -0.3; F: -4; G: 5; H: -0.5; I: -1.1; J: 0.0; K: 5

CC(C=NN=C1C(=O)Nc2ccccc21)=Cc1ccccc1
  A: -1.2; B: -5; C: -3; D: .; E: -2.1; F: -11; G: -2; H: .; I: -0.4; J: -1.8; K: -6

Cc1sc2ncnc(Nc3ccc(O)cc3)c2c1C
  A: -1.0; B: 4; C: -4; D: 3.8; E: -0.3; F: -3; G: -2; H: -2.2; I: -1.4; J: 0.1; K: -3

COc1cccc(C2=NN(C(C)=O)C(c3cccs3)C2)c1 (configuration not stated)
  A: -1.0; B: -6; C: -4; D: 2.2; E: 3.8; F: -5; G: -1; H: 1.3; I: -0.8; J: 0.4; K: -12

CCC(/C=N/NC(=O)CCCCC(=O)N/N=C/C(CC)CC)CC
  A: -1.5; B: 3; C: 4; D: 3.4; E: 0.8; F: -10; G: 1; H: -1.8; I: -1.1; J: 0.4; K: -5

COc1ccc(C(=O)COC(=O)c2ccc([N+](=O)[O-])s2)cc1OC
  A: -0.2; B: 2; C: 4; D: 1.3; E: 0.1; F: 14; G: -3; H: 0.8; I: -0.7; J: -1.2; K: -19

Cc1ccc(-c2[nH]nc(N)c2N=Nc2cccc(Cl)c2C)cc1
  A: -0.7; B: 0; C: -3; D: -0.1; E: 1.9; F: -9; G: -2; H: -0.7; I: -0.9; J: -0.3; K: 7

c1ccc(Cc2c(-c3ccccc3)nc3c4ccccc4ccn23)cc1
  A: 4.9; B: 4; C: 11; D: 0.7; E: 1.7; F: 5; G: 7; H: 0.8; I: 0.9*; J: 0.1; K: -16

O=C(CNS(=O)(=O)c1ccc(F)cc1)N1CCOCC1
  A: -0.3; B: 3; C: 7; D: -2.2; E: 0.7; F: 11; G: 0; H: 0.9; I: -1.4; J: 0.3; K: 1

O=C(c1ccc(N2CCN(C(=O)c3ccccc3Br)CC2)cc1)c1cccc(F)c1
  A: -3.1; B: 0; C: 2; D: -2.7; E: -4.7; F: -12; G: -3; H: -1.7; I: -2.1; J: -7.1; K: 0

CCOC(=O)C1=C(C)c2ccccc2N(C(=O)OC)C1(C)C(=O)OCC (configuration not stated)
  A: -2.1; B: -1; C: -2; D: 4.0; E: -0.5; F: 1; G: 8.1*; H: -1.7; I: -1.3; J: -2.0; K: -12

Cc1cccc(N2CCN(C(=O)CNC(=O)c3ccccc3)CC2)c1C
  A: -2.1; B: -4; C: 3; D: 0.4; E: -0.2; F: 0; G: 2; H: -0.5; I: -1.5; J: -1.3; K: -1

CCN1CCN(C(=O)c2cn(CC)c3ccc(S(=O)(=O)N(C)C)cc3c2=O)CC1
  A: 1.2; B: -1; C: 5; D: 0.8; E: -2.8; F: -1; G: 0; H: -1.5; I: -0.7; J: 0.7; K: -11

CCOc1ccc(OCC)c(NC(=O)CN2CCN(CC)CC2)c1
  A: -0.9; B: 1; C: 5; D: 0.9; E: 0.1; F: 7; G: 2; H: 0.4; I: -1.4; J: 0.1; K: 16

COc1ccc(NC(=O)CCC(=O)N2CCOCC2)c([N+](=O)[O-])c1
  A: 0.4; B: 4; C: 1; D: 2.1; E: 0.6; F: 7; G: -2; H: 1.8; I: -1.2; J: 1.5; K: -11

CCN1/C(=C2\C(=O)N(C)C(=S)N2C)C=Cc2cc(C)ccc21
  A: -1.7; B: -14; C: 5; D: -1.5; E: -2.0; F: 3; G: -2; H: 1.5; I: -1.8; J: 0.1; K: -49

Compound activity from PubChem BioAssay.
